Bioassay records deposited in PubChem BioAssay by several laboratories.
Bcl-B TR3 displacers: displacers of TR3 peptide from Bcl-B, primary screen, selectivity assay for Bfl-1 inhibitor project, biochemical, fluorescence polarization; FP displacement of FITC-TR3 peptide from Bcl-B; higher % means a stronger effect; displacement, % at 20 µM; hits with a dose series show IC50 in µM; 0.11% of 96,000 active; AID 748;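 active = displacement above 50% at 20 µM plus a fluorescence interference ratio under 1.5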;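 also: plate controls were wells without compound for no effect and wells lacking Bcl-B protein for full effect; a part of the inactive calls stands beside numbers as strong as those of hits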
PLAP inhibition: inhibition of human placental alkaline phosphatase – biochemical, luminescence, HTS (AID 690) | 0.08% of 96,000 active | purified PLAP, luminescent substrate; higher % means a stronger effect | one-dose inhibition, % at 20 µM; IC50 in µM for titrated hits; in the data active = a potency from the dose series; inactive = the rest, 99 in 100 with inhibition below about 30%; also: strong numbers were not always called active
IL1B NFkB pot: enhances IL-1B driven NFkB nuclear translocation; 0.3% of 94,000 active; activation, % at 2 µM; AID 819; HUVEC IL-1B NFkB p65 nuclear translocation imaging;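 active = activation above 40%, about the mean plus 3 SD, also judged a hit on visual image review; inconclusive = activation above 40% but not a hit on visual review; inactive = activation not above 40% and no visual hit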;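 also: percent activation is computed from the nuclear over cytoplasmic p65 intensity ratio; values of inactives mirror those of a sister screen read the other way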
MRP reversal: reverses drug resistance mediated by MRP. H69AR cells + 2 uM doxorubicin, CellTiter-Glo, 72 h. differential viability (reversal), % at 10 µM. 0.04% of 85,000 active. AID 602;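 active = viability drop by adding the cancer drug above about 55%, with treated viability meeting a 40% cutoff, limit read from the data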;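 also: viability without doxorubicin minus viability with 2 µM doxorubicin for each compound; larger differential means the compound sensitizes cells more to doxorubicin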
NFkB transloc inh: blocks IL-1B driven NFkB nuclear translocation in HUVEC cells. HUVEC IL-1B NFkB p65 nuclear translocation imaging. inhibition, % at 2 µM. AID 796. 0.43% of 94,000 active;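 active = inhibition above about 30% together with a positive call from visual inspection of the well image, limit read from the data; inconclusive = inhibition above a set limit but visual check negative; inactive = inhibition not above a set limit, visual check negative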;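 also: nuclear over cytoplasmic p65 intensity ratio measured by imaging; 0% = IL-1B stimulated DMSO wells and 100% = unstimulated DMSO wells; values of inactives mirror those of a sister screen read the other way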
MRP reversal cytotoxicity: further read-out of MRP reversal, marked with its call; viability, %; H69AR cells, CellTiter-Glo, 72 h; measured here: cytotoxicity without doxorubicin
MRP reversal with doxorubicin: recorded beside MRP reversal, whose call it bears; viability, %; measured here: viability with 2 uM doxorubicin; hits give low values
NFkB transloc inh cell count 2 µM: also measured in NFkB transloc inh; calls as there; cell count; measured here: cells passing quality filter;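 raw number of nuclei counted in each imaged well without normalization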
IL1B NFkB pot cell count 2 µM: further read-out of IL1B NFkB pot, marked with its call; cell count; measured here: cells passing quality filter
Active calls of the source: *; ? = inconclusive; · = not tested or not shown. An excerpt (hit frequency here may not be typical).

1: O=C1NCN(c2ccccc2)C12CCNCC2
2: CCCCC1(CCCC)C(=O)NC(=Nc2cccc(C)c2)NC1=O
3: CC1CCC(C(=O)NC(C(=O)N2CCC3(CC2)OCCO3)C(C)C)CC1 (configuration not stated)
4: C=Cn1ccnc1P(=S)(c1cc(N(CC)CC)ns1)c1nccn1C=C
5: Cc1ccc(NC(=O)CN2C(=O)CN=C(c3ccccc3)c3cc(Cl)ccc32)cc1
6: CCCCc1nc2ccccc2c(=O)n1-c1ccccc1O
7: O=C(c1sc2ccccc2c1Cl)N1CCC2(CC1)OCCO2
8: COc1ccccc1N1CCN(Cc2ccc(Cl)cc2Cl)CC1
9: CC(O)(CS(=O)(=O)c1cccc(C(F)(F)F)c1)C(=O)Nc1cccc(C(F)(F)F)c1 (configuration not stated)
10: COc1cc(OC)c(OC)cc1CNC(C)C(O)c1ccccc1 (configuration not stated)

assay / entry,1,2,3,4,5,6,7,8,9,10
MRP reversal with doxorubicin,96,24,108,88,23,·,83,81,·,99
IL1B NFkB pot,-2,2,7,7,-13,22,-2,·,16,·
NFkB transloc inh,2,-2,-7,-7,13,-22,2,·,-16,·
PLAP inhibition,-25%,-14%,-39%,-56%,-43%,-2%,-48%,4%,-5%,-2%
IL1B NFkB pot cell count 2 µM,160,129,113,89,154,200,184,·,139,·
NFkB transloc inh cell count 2 µM,160,129,113,89,154,200,184,·,139,·
MRP reversal,1,-16,-17,-15,2,·,17,15,·,-7
MRP reversal cytotoxicity,97,8,92,74,25,·,100,96,·,92
Bcl-B TR3 displacers,8%,2%,-8%,-9%,-1%,1%,-6%,-1%,2%,6%

Full records as entered above. Screens in order: MRP reversal with doxorubicin, IL1B NFkB pot, NFkB transloc inh, PLAP inhibition, IL1B NFkB pot cell count 2 µM, NFkB transloc inh cell count 2 µM, MRP reversal, MRP reversal cytotoxicity, Bcl-B TR3 displacers
Listed for C=Cn1ccnc1P(=S)(c1cc(N(CC)CC)ns1)c1nccn1C=C → 88, 7, -7, -56%, 89, 89, -15, 74, -9%
Listed for O=C(c1sc2ccccc2c1Cl)N1CCC2(CC1)OCCO2 → 83, -2, 2, -48%, 184, 184, 17, 100, -6%
Listed for CC(O)(CS(=O)(=O)c1cccc(C(F)(F)F)c1)C(=O)Nc1cccc(C(F)(F)F)c1 (configuration not stated) → ·, 16, -16, -5%, 139, 139, ·, ·, 2%

Taken from above:
Value for compound 5 in IL1B NFkB pot: -13
Value for compound 4 in PLAP inhibition: -56%
Value for compound 9 in Bcl-B TR3 displacers: 2%
Value for compound 7 in MRP reversal cytotoxicity: 100
Value for compound 10 in MRP reversal: -7

Back to the main list, repeating the 4 entries before the break.
7: O=C(c1sc2ccccc2c1Cl)N1CCC2(CC1)OCCO2
8: COc1ccccc1N1CCN(Cc2ccc(Cl)cc2Cl)CC1
9: CC(O)(CS(=O)(=O)c1cccc(C(F)(F)F)c1)C(=O)Nc1cccc(C(F)(F)F)c1 (configuration not stated)
10: COc1cc(OC)c(OC)cc1CNC(C)C(O)c1ccccc1 (configuration not stated)
11: Cc1ccc(OCC(=O)NCCN2CCN(C(=O)COc3ccc(C)cc3)CC2)cc1
12: CCCCn1c(O)c(C(C)=NCCN2CCOCC2)c(=O)[nH]c1=O
13: CCOP(=O)(OCC)C(c1ccccc1)N(C)C=O (configuration not stated)
14: c1ccc2c(CCNCc3ccc4c(c3)OCO4)c[nH]c2c1
15: CC12CCCCC1N(O)CN2O (configuration not stated)
16: CCOc1ccc(Cc2c(O)[nH]c(=O)[nH]c2=O)cc1
17: CN1C(=O)C(=Cc2ccc(N3CCCCC3)o2)C(=O)N(C)C1=S
18: Fc1ccccc1N1CCN(Cc2ccc3c(c2)OCO3)CC1
19: CC(C(=O)c1cn(C)c2ccccc12)c1ccccc1 (configuration not stated)
20: CCOC(=O)N1CCN(C(C)C(=O)c2c[nH]c3ccccc23)CC1 (configuration not stated)

assay / entry,7,8,9,10,11,12,13,14,15,16,17,18,19,20
MRP reversal with doxorubicin,83,81,·,99,96,84,·,89,103,92,·,104,·,88
IL1B NFkB pot,-2,·,16,·,4,-1,6,12,0,0,-10,·,4,1
NFkB transloc inh,2,·,-16,·,-4,1,-6,-12,0,0,10,·,-4,-1
PLAP inhibition,-48%,4%,-5%,-2%,-46%,28%,5%,·,9%,-1%,26%,18%,0%,-30%
IL1B NFkB pot cell count 2 µM,184,·,139,·,175,116,153,157,197,121,123,·,157,131
NFkB transloc inh cell count 2 µM,184,·,139,·,175,116,153,157,197,121,123,·,157,131
MRP reversal,17,15,·,-7,10,5,·,6,-1,0,·,-8,·,10
MRP reversal cytotoxicity,100,96,·,92,106,90,·,95,102,92,·,96,·,98
Bcl-B TR3 displacers,-6%,-1%,2%,6%,-2%,-7%,-13%,·,1%,-4%,-12%,0%,1%,-30%

21: CC(C)CCNC(=O)c1c(N)n(Cc2ccc3c(c2)OCO3)c2nc3ccccc3nc12
22: CCc1nnc(NC(=O)CCc2nc(C3=CCN(C)CC3)no2)s1
23: Cc1nc2ccc(Cl)cn2c1P(=S)(N1CCOCC1)N1CCOCC1
24: CC(/C=N/NC(=O)c1n[nH]c2c1CCC2)=C\c1ccccc1
25: CCOc1ccccc1-n1c(O)c(C=Nc2c(C)n(C)n(-c3ccccc3)c2=O)c(=O)[nH]c1=O
26: COc1cccc(CN2CCN(C(=O)COc3ccc4ccccc4c3)CC2)c1
27: COc1ccc(CN2CCN(c3ccccc3F)CC2)c(OC)c1
28: c1ccc2c(CNC3CCCCCC3)c[nH]c2c1
29: COc1ccccc1CCNC1CCC(C(C)(C)C)CC1 (configuration not stated)
30: CCOP(=S)(OCC)SCOC(=O)NCC(=O)OC
31: Nc1c(C(=O)OCc2ccccc2)c2nc3ccccc3nc2n1Cc1cccs1
32: Cn1c2ccccc2c2c(C(=O)N3CCC4(CC3)OCCO4)cn(C3CCCC3)c(=O)c21

assay / entry,21,22,23,24,25,26,27,28,29,30,31,32
MRP reversal with doxorubicin,4,87,88,43,93,90,77,56,·,87,47,59
IL1B NFkB pot,-73,-11,·,31,21,-6,·,36,7,·,-1,19
NFkB transloc inh,?,11,·,-31,-21,6,·,-36,-7,·,1,-19
PLAP inhibition,-36%,-18%,-39%,-48%,-73%,-58%,-77%,28%,-41%,-2%,-4%,-42%
IL1B NFkB pot cell count 2 µM,157,128,·,167,147,152,·,150,140,·,158,73
NFkB transloc inh cell count 2 µM,·,128,·,167,147,152,·,150,140,·,158,73
MRP reversal,2,-12,2,-20,1,3,2,-4,·,7,-4,-16
MRP reversal cytotoxicity,6,74,90,23,94,92,79,52,·,94,43,43
Bcl-B TR3 displacers,-28%,-4%,4%,0%,-8%,4%,3%,16%,2%,-3%,0%,-4%
